HTT aggregate: mutant huntingtin aggregation inhibition. PC12 HttQ103-GFP aggregates, Acumen cytometry, 40 h. Potency, µM (highest dose often 46.1 µM), for the others: at the highest dose activity change, negative = inhibition, hits mostly inhibitors. 1.1% of 220,000 active. AID 1688; further: potency means the concentration at half of the fitted maximal effect; on the % scale 0 is the no-effect control and ±100 the full control effect; nearly all actives have a fitted effect of over 60% in size
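Ecdysone-promoter PC12 model expressing HTT exon 1 Q103 fused to GFP, induced by tebufenozide at 100 nM final. Compounds titrated; aggregates sized 1–25 µm scored on a 488 nm laser cytometer.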
SMN2 splice enh: increases expression of the SMN2 splice variant | HEK293 SMN2-luciferase splicing reporter, luminescence, 30-36 h | Potency, µM (series often up to 46.1 µM), for inactives: at the top dose activity change, positive = activation, actives largely listed as activators | 2.8% of 210,000 active; further: potency means the concentration at half of the fitted maximal effect; % of control where 0% means no effect; nearly all actives have a fitted effect of over 55% in size
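HEK293 cells carry an SMN2 […]–luciferase reporter in which exon 7 inclusion puts luciferase in frame. Cells were plated 10-12 h before compound addition, then incubated 30-36 h at 37C. ONE-Glo luminescence was read; sodium butyrate at 4.5 mM final served as control.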
IMPase Li inh: IMPase inhibition in cells with lithium potentiation. CHO-M1 cells, IP1 TR-FRET (IP-One), carbachol + lithium. 0.35% of 210,000 active. Potency, µM (doses to about 59.4 µM), for the others: at the top dose activity, negative = IMPase inhibition, most hits filed as inhibitors;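 further: IP1 builds up when IMPase is blocked and the TR-FRET signal falls; potency means the concentration at half of the fitted maximal effect; plate controls were basal vehicle for no effect and high inhibitor control for full effect; nearly all actives have a fitted effect of over 50% in size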
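CHO cells stably expressing M1 receptor (2000/well) were cultured 16–30 h, then exposed to compounds with a small lithium addition for 30 min at 37C. IP1 was measured by TR-FRET competition; AC50 from Hill fits.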
LMNA splice mod: modulators of lamin A splicing; AID 1487; HeLa LMNA splicing GFP/RFP minigene ratio, 48 h; Potency, µM (series often up to 46.1 µM), for inactives: at the top dose ratio change, negative = inhibition, usual class: inhibitors; 0.01% of 200,000 active; active means well fitted inhibition curve with a large enough effect in the signal ratio, with a control signal flat, not every such curve was filed as active; inconclusive means small, poorly fitted or top-dose-only effect, or effect the other way, or a change in a side signal; the % refers to the signal ratio; further: potency means the concentration at half of the fitted maximal effect; on the % scale 0 is the no-effect control and ±100 the full control effect
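S3 HeLa stable clones carrying a lamin A-EGFP splicing minigene plus DsRed2 were seeded at 600 cells/well in Opti-MEM with 2% FBS, pin-dosed and incubated 48 h at 37°C. Acumen cytometry (488 nm) gave the GFP/RFP total-intensity ratio.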
CBFb-RUNX1 inh: blocks binding between human CBF-beta and RUNX1 | AlphaScreen CBFb-His/RUNX1-biotin binding, biochemical | 230,000 tested, under 10 active | Potency, µM (doses to about 59.8 µM), inactives show at the highest dose activity, negative = inhibition, hits mostly inhibitors | Q01196+Q13951 | AID 1477; further: % of control where 0% means no effect
Target sequence (Q01196 whole entry, looked up): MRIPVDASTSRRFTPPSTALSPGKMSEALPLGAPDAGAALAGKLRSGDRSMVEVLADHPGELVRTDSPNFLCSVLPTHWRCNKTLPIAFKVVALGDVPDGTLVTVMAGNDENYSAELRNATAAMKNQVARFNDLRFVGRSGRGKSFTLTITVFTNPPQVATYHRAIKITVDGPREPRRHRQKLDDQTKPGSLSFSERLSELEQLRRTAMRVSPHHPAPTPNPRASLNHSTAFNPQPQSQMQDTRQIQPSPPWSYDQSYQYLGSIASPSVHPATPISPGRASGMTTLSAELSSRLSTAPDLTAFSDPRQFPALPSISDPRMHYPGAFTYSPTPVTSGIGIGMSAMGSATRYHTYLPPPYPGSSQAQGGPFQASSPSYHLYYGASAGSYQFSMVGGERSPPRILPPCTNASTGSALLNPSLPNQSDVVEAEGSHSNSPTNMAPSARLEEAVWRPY
Target sequence (Q13951 whole entry, looked up): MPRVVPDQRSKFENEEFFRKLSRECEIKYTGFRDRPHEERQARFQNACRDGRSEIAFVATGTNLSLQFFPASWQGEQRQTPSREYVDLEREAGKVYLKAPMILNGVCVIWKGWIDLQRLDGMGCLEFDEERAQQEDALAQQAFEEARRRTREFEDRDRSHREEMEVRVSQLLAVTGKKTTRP
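Inhibition was taken as any reduction in AlphaScreen signal from the CBF-beta–RUNX1 pair (His and biotin tags, 30 nM each), measured after compound (15 min) and bead (90 min) incubations at room temperature.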
HTT ATP protect: Huntington cell model cytoprotection by ATP luminescence. PC12 HTT-Q103 induced, cytoprotection, ATP luminescence, 40 h. Potency, µM (doses to about 56.4 µM), inactives show cytoprotection (ATP increase), usual class: activators. 0.14% of 230,000 active. AID 1471;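 further: potency means the concentration at half of the fitted maximal effect; % of control where 0% means no effect; nearly all actives have a fitted effect of over 45% in size; toxic huntingtin expression switched on by the ecdysone agonist tebufenozide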
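Quantitative HTS on tebufenozide-induced (100 nM) PC12 cells expressing HTTQ103 exon 1–GFP; compounds tested as a concentration series; survival measured via cellular ATP.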
Luc counter: blocks Kinase-Glo luciferase, a counter-screen artifact; 0.28% of 200,000 active; Kinase-Glo luciferase, ATP luminescence, 8 min; Q27757; Potency, µM (top dose mostly 38.3 µM), without a hit: at the highest dose activity change, negative = inhibition, hits mostly inhibitors; further: potency means the concentration at half of the fitted maximal effect; on the % scale 0 is the no-effect control and ±100 the full control effect; nearly all actives have a fitted effect of over 60% in size
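Compounds were added to a substrate mix at pH 7.2 (50 mM imidazole, 10 uM ATP, within the enzyme's linear range), followed by Kinase-Glo detection reagent; luminescence was measured after 8 minutes at ambient temperature.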
Starred values were filed as active, the others as inactive; ? = inconclusive; / = not tested or not shown; & = joins results of further samples; [ ] = remark or other dose. Unless noted, the call rests on the fitted dose curve; in most records, active means well fitted curve in the direction sought with a large enough effect; inconclusive means small, poorly fitted or top-dose-only effect, or another doubt; inactive means no such curve, though single readings can be large; an effect the other way counts as inactive or inconclusive.

SMILES | HTT aggregate | SMN2 splice enh | IMPase Li inh | LMNA splice mod | CBFb-RUNX1 inh | HTT ATP protect | Luc counter
CCOC(=O)N1CCN(C(=O)c2ccc(Cn3c(=S)[nH]c4cc5c(cc4c3=O)OCO5)cc2)CC1 | ? | -49%[inhibitor] | 2% | ? | 0% | -8%[0.074 µM] | -1%
COc1ccc(N2C(=O)CC(N3CCCCC3)C2=O)cc1 (configuration not stated) | 10% | 8% | 8% | / | 2% | -3%[10 µM] | 2%
Cc1cc(Cl)ccc1NC(=O)CCC(=O)N/N=C/c1cc([N+](=O)[O-])ccc1O | 4% | -19% | 2% | / | 1% | 0%[10 µM] | -1%
O=C(CSc1nnc(-c2c[nH]c3ccccc23)o1)N(Cc1ccccc1)c1ccc(F)cc1 | 15% | -75%[inhibitor] | -8% | ? | -1% | 23%[10 µM] | -7%
O=C(Nc1ccsc1C(=O)N1CCCCCC1)c1ccccc1 | -6% | -16% | -9%[38.3 µM] | -12% | 4% | -15% | -4%
O=C(NC1CCCCC1)Oc1cc2oc(=O)sc2cc1Br | 19%[9.22 µM] | / | / | / | -5% | -4%[10 µM] | /
O=C(CSc1nnc(-c2ccc(Cl)cc2)o1)N1CCN(c2ccccc2)CC1 | -11% | 3% | 17%[38.3 µM] | -1% | -6% | 3% | 2%
Cc1csc(N(C)C(=O)CSc2nnc(COc3cccc4ccccc34)o2)n1 | -11% | -1% | 25%[38.3 µM] | ? | 3% | -11% | 3%
CCOc1cc(CNCCO)ccc1OCC(=O)NC(C)(C)C | -15%[9.22 µM] | -7% | 1% | / | 3% | -25%[1.9 µM] | -4%
Clc1nc2ccccc2cc1/C=N/Nc1nc2ccccc2[nH]1 | 6% | 7.9µM* | -2% | -14% | 4% | -50%[inhibitor][10 µM] | ?
COc1ccccc1CNC(=O)CCC(=O)Nc1nnc(C)s1 | 4% | ? | 15%[38.3 µM] | -6% | 5% | 16% | -5%
O=C(O)c1ccc(Sc2ccccn2)c([N+](=O)[O-])c1 | 10%[9.22 µM] | -1% | 1% | / | ? | -23% | 5%
CCNC(=O)Nn1c(-c2ccccc2)nc2ccccc2c1=O | ? | -12% | -4%[38.3 µM] | 5% | 3% | 93% | -1%
CC(C)(C)c1ccc(/C=N/NC(=S)NC2CCCCC2)cc1 | ? | -34%[inhibitor] | -7% | ? | 1% | / | 2%
c1ccc(-n2nnnc2-c2cnc(-c3ccncc3)nc2-c2cccs2)cc1 | 11% | 21% | 22% | ? | -1% | -11%[10 µM] | -2%
CCn1c(SCC(=O)Nc2nc(C)c(C)s2)nnc1-c1cccnc1 | 10%[9.22 µM] | 6% | 0%[38.3 µM] | 7% | 6% | -10% | 3%
CC1CCN(S(=O)(=O)c2ccc3ncn(CC(=O)N4CCN(C)CC4)c(=O)c3c2)CC1 | 2% | / | -6% | / | 1% | -35% | /
CC(C)C(=O)Nc1ccc2c(c1)nc(CCN1CCN(c3ccccc3)CC1)n2C | -21%[9.22 µM] | / | / | / | 5% | -17%[10 µM] | /
CC1=NOC(=O)/C1=C\c1ccc(-c2ccc(Cl)cc2Cl)o1 | -27% | -7% | 18%[38.3 µM] | ? | -9% | -43%[inhibitor] | -8%
COc1ccccc1NC(=O)CC(NCCN(C)C)C(=O)O (configuration not stated) | -6% | / | 7%[38.3 µM] | 8% | -9% | -20% | 0%
O=C(c1cn(-c2ccccc2)nc1-c1ccc(F)cc1)N1CCCCC1 | 9% | -15% | 2% | ? | -8% | / | -1%
Cc1ccnc(NS(=O)(=O)c2ccc(NC(=O)C34CC5CC(CC(C5)C3)C4)cc2)n1 | 2% | -16% | 12%[38.3 µM] | 2% | 2% | -2% | -2%
COc1ccc(CNC(=O)c2cccs2)cc1 | -5% | -3% | -22%[38.3 µM] | 1% | -7% | 8% | -6%
CN(C)C(=O)c1ccc(-c2ccc3ncnc(Nc4ccccc4)c3c2)cc1 | / | / | 15% | ? | / | -103%[inhibitor] | /
CCCCCn1c(SCc2cccc(C)c2)nc2c1c(=O)[nH]c(=O)n2C | 7%[9.22 µM] | / | / | / | -2% | -1%[10 µM] | /

Some of these compounds in order of SMILES length, lowest first:
SMILES | HTT aggregate | SMN2 splice enh | IMPase Li inh | LMNA splice mod | CBFb-RUNX1 inh | HTT ATP protect | Luc counter
COc1ccccc1NC(=O)CC(NCCN(C)C)C(=O)O (configuration not stated) | -6% | / | 7%[38.3 µM] | 8% | -9% | -20% | 0%
CCNC(=O)Nn1c(-c2ccccc2)nc2ccccc2c1=O | ? | -12% | -4%[38.3 µM] | 5% | 3% | 93% | -1%
Clc1nc2ccccc2cc1/C=N/Nc1nc2ccccc2[nH]1 | 6% | 7.9µM* | -2% | -14% | 4% | -50%[inhibitor][10 µM] | ?
CC1=NOC(=O)/C1=C\c1ccc(-c2ccc(Cl)cc2Cl)o1 | -27% | -7% | 18%[38.3 µM] | ? | -9% | -43%[inhibitor] | -8%
CCCCCn1c(SCc2cccc(C)c2)nc2c1c(=O)[nH]c(=O)n2C | 7%[9.22 µM] | / | / | / | -2% | -1%[10 µM] | /
CN(C)C(=O)c1ccc(-c2ccc3ncnc(Nc4ccccc4)c3c2)cc1 | / | / | 15% | ? | / | -103%[inhibitor] | /
O=C(CSc1nnc(-c2ccc(Cl)cc2)o1)N1CCN(c2ccccc2)CC1 | -11% | 3% | 17%[38.3 µM] | -1% | -6% | 3% | 2%
CC1CCN(S(=O)(=O)c2ccc3ncn(CC(=O)N4CCN(C)CC4)c(=O)c3c2)CC1 | 2% | / | -6% | / | 1% | -35% | /

(list continues)
SMILES | HTT aggregate | SMN2 splice enh | IMPase Li inh | LMNA splice mod | CBFb-RUNX1 inh | HTT ATP protect | Luc counter
NC(=O)CNC(=O)[C@@H]1CC2(CC(c3ccc(Cl)cc3)=NO2)CN1C(=O)c1ccccc1 (some centres not stated) | 27% | 12% | -2%[38.3 µM] | 2% | -3% | 30% | 4%
CC(=O)Nc1nc2c(c3c1c(=O)oc1ccccc13)CCCC2 | -12% | 27% | 20%[38.3 µM] | 5% | 4% | 3% | 20%
O=C(CS(=O)(=O)Cc1ccccc1)Nc1cccnc1 | -26% | ? | 3%[38.3 µM] | 2% | 6% | -6% | 4%
CCOC(=O)c1cc2c(C)nn(-c3ccccc3)c2s1 | 3% | 21% | 13% | -11% | 12% | -5%[10 µM] | 1%
CCC(C)(C)n1nnnc1C(c1cc2cc(OC)c(OC)cc2[nH]c1=O)N1CCc2ccccc21 (configuration not stated) | ? | 9% | 12%[38.3 µM] | 3% | 8% | -25%[10 µM] | 2%
Cc1ccccc1Nc1nnc(SCC2CCCCO2)s1 (configuration not stated) | 10% | 11µM* | 2% | 5% | 2% | 2%[10 µM] | -28%
c1ccc2sc(SN3CCOCC3)nc2c1 | 16%&-5% | -6% | 5%[38.3 µM] | -6% | 14% | 3% | -2%
COC(=O)[C@@H]1C[C@H]2CC[C@H](O)C[C@H]2N1Cc1ccc(-c2ccccc2)cc1 | -8%[9.22 µM] | -27% | 4% | / | -3%&10% | -60%[inhibitor] | -4%
COC(=O)C1CCN(c2cc(=O)n(C3CCCCC3)c(=O)[nH]2)CC1 | -16% | -11% | -1%[38.3 µM] | 9% | 0% | -43%[inhibitor] | 0%
CC(=O)NCCC(Cc1ccccc1)c1ccco1 (configuration not stated) | 3% | 21% | -3% | -6% | -4% | -18%[0.074 µM] | -3%
O=C1NC(c2ccncc2)Nc2sc3c(c21)CCCC3 (configuration not stated) | -5% | -4% | -14%[38.3 µM] | 2% | -1% | -25% | -7%
CC(=O)c1cccc(NS(C)(=O)=O)c1 | -9% | -17% | 1% | / | 0% | ? | 1%
COc1cccc(-n2nnnc2SCC(=O)NC2CCCC2)c1 | 3%[9.22 µM] | 0% | 1%[38.3 µM] | 7% | 1% | 6% | 1%
CSc1cccc(NC(=S)NCCCO)c1 | 3%[9.22 µM] | / | / | / | 0% | 2%[10 µM] | /
CCOC(=O)c1[nH]c2c(c1C)C(=O)CC(c1ccc(OC)c(OC)c1)C2 (configuration not stated) | -9% | -5% | -20%[38.3 µM] | 6% | 5% | -4% | 10%
O=C(O)c1cccc(CN2CCCCC2)c1 | / | -5%[9.22 µM] | 1% | / | / | -14%[10 µM] | -4%[7.66 µM]
Cc1nnc2n(-c3ccccc3)c(=O)c3c4c(sc3n12)CCCC4 | 45% | -14% | -1% | -8% | 3% | / | 6%
CCCCCCCn1c2c(c(=N)c3c1CCC3)CCCC2 | / | -73%[inhibitor] | 27% | ? | -4% | / | -1%
O=C(Nn1cnnc1)C1Cc2ccccc2CN1S(=O)(=O)c1ccc(F)cc1 (configuration not stated) | 6% | -26% | 0%[38.3 µM] | -4% | 2% | -12%[10 µM] | 0%
Cc1ccc2c(c1)c1c(n2CC(O)Cn2c(C)nc3ccccc32)C(=O)CCC1 (configuration not stated) | 7% | -49%[inhibitor] | 20%[38.3 µM] | ? | 12% | 19% | 2%
O=c1c2ccccc2nc(-c2ccco2)n1Cc1ccccc1 | -4% | ? | -10%[38.3 µM] | ? | 2% | -27%[10 µM] | -20%
COc1ccc(C2NC(=O)c3ccccc3O2)cc1OC (configuration not stated) | 1% | -12% | -6% | 0% | 5% | 0%[1.9 µM] | 3%
C=CCn1c(SCC(=O)N2CCOCC2)nc2sc3c(c2c1=O)CCCC3 | -6% | 11% | 42%[activator][38.3 µM] | 2% | 0% | -23% | 2%
CCCCCCn1c(=O)c(Cc2ccccc2)c(O)c2ccccc21 | ? | -19% | -2% | / | 5% | -11% | 1%
O=C(N/N=C\c1ccc2c(c1)CCC2)c1ccccc1O | / | 0%[9.22 µM] | -1% | / | / | -5%[10 µM] | -6%[7.66 µM]
O=C(CN1CCCC1)Nc1c2c(cc3c1CCC3)CCC2 | 1% | -3% | 16% | -7% | -2% | / | 0%
NC(=O)CC(NC(=O)Cc1ccc(Cl)cc1)c1ccc(NCCc2ccccc2F)c([N+](=O)[O-])c1 (configuration not stated) | -33%[9.22 µM] | / | / | / | -8% | 9%[10 µM] | /
O=Cc1c(N2CCOCC2)nc2ccccn2c1=O | 5% | -10% | 7% | / | 2% | -23% | -1%
O=C(c1ccc(Cl)s1)N1CCN(c2nc3ccccc3s2)CC1 | ? | -35%[inhibitor] | 26%[38.3 µM] | ? | -8% | -65%[inhibitor] | 2%

An unsorted share of the library; about 4% have a hit in one of these screens.
